Assay outcomes (PubChem)
EBNA-1 inhibitor – blocks EBNA-1 binding to DNA. EBNA-1 DNA binding, fluorescence polarization. inhibition, % at 14.8 µM. hit rate 0.34% among 300,000. AID 1950; in the data active = inhibition above about 28%
MEP2 TOR yeast – yeast TOR pathway MEP2-GFP modulation. GFP response vs DMSO, % at 10 µM. hit rate 0.51% among 330,000. AID 2016. S. cerevisiae MEP2-GFP strain, flow cytometry GFP, 3 h; 100% = DMSO control level;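 active = GFP response versus DMSO above a set limit, roughly screen mean plus 3 SD, cut at about 180% in these data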;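 also: median GFP fluorescence of the barcode-gated MEP2-GFP cells per well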
proCasp7 act – activates human procaspase-7, counter-screen for procaspase-3 activators; AID 463210; hit rate 0.093% among 330,000; P55210; activation, % at 8.5 µM; recombinant procaspase-7, Ac-DEVD-pNA absorbance 405 nm; D23A/D198A/D206A triple mutant, cannot self-cleave; scale: DMSO 0, 5 µM enzyme 100;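 active = percent activation above the screen-wide mean plus 3 SD, cut at about 25% in these data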
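buffer or medium = Zinc-free HEPES/NaCl buffer, pH 7.4 | material = Procaspase-7 triple mutant (PC-7 D3A) | input = 2 µM procaspase-7 mutant as dispensed | signal = Epi-absorbance of released pNA at 405 nm, two timepoints | timing = 1 h preincubation, 2 h reaction | replicates = singlicate compound testing | evaluation = % activation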
LAP4 TOR yeast – alters LAP4-GFP fluorescence in TOR pathway yeast screen; S. cerevisiae LAP4-GFP multiplex, flow cytometry GFP, 3 h; median GFP as percent of DMSO wells; GFP response vs DMSO, % at 10 µM; hit rate 0.34% among 320,000; AID 2023;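 active = GFP response vs DMSO above a set limit, about the screen mean plus 3 SD, cut at about 150% in these data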
proCasp3 act – procaspase-3 (human) activation. recombinant procaspase-3 D3A, Ac-DEVD-pNA absorbance 405 nm. activation, % at 8.5 µM. hit rate 0.11% among 330,000;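 active = activation above the mean of all tested compounds plus 3 SD, cut at about 21% in these data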;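 also: 0% = DMSO alone and 100% = DMSO wells spiked with extra 5 µM PC-3 D3A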
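System: Procaspase-3 D3A mutant. Medium: Zinc-free 300 mM NaCl, 50 mM HEPES, 0.01% Triton X-100. Schedule: 1 h preincubation plus 2 h reaction at 25 °C. Measured by: 405 nm absorbance of p-nitroaniline, reads at 0 and 120 min. Read-out: percent activation relative to control range.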
ZTA DNA inh – ZTA (EBV) inhibition in EBNA-1 counter-screen; ZTA-DNA binding, fluorescence polarization; inhibition, % at 11 µM; hit rate 0.15% among 320,000; AID 2234; in the data active = inhibition above about 33%
RPL19A-GFP yeast – alters RPL19A-GFP fluorescence in TOR pathway yeast screen | AID 2025 | percent response vs DMSO, % at 10 µM | hit rate 0.3% among 330,000 | S. cerevisiae RPL19A-GFP strain, flow cytometry, 3 h; hits give low values;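 active = percent response vs DMSO below 50%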;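 also: median channel GFP fluorescence of the barcoded RPL19A-GFP strain; ratio of sample median GFP to plate DMSO average so 100% = DMSO; lower means less RPL19A-GFP as with rapamycin TOR inhibition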
AHR activator – activators of human aryl hydrocarbon receptor | AHR-responsive luciferase reporter cells, luminescence | activation, % at 5 µM | hit rate 2.5% among 320,000 | AID 2796; in the data active = activation above about 47%;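 also: 0% = vehicle wells and 100% = reference agonist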
Starred values were filed as active, the others as inactive; . = no result given; [ ] = another dose, or the depositor's remark.

SMILES	EBNA-1 inhibitor	MEP2 TOR yeast	proCasp7 act	LAP4 TOR yeast	proCasp3 act	ZTA DNA inh	RPL19A-GFP yeast	AHR activator
O=C(NC(=Nc1nc2ccccc2o1)NC(=O)c1ccccc1)c1ccccc1	-1	106	-2	91	0	7	103	30
N=c1n(CCN2CCOCC2)c2ccccc2n1CC(=O)c1ccc(Cl)c(Cl)c1	-3	112	3	120	-9	14	101	91*
COc1cc(/C=N/n2c(C)n[nH]c2=S)ccc1OCc1ccc(F)cc1	-4	116	-1	124	-6	-6	94	-3
C/C(=N\Nc1nc2ccccc2s1)c1ccc2c(c1)OCO2	-2	107	1	97	6	8	103	90*
O=C(Nc1ccc2nc3n(c(=O)c2c1)CCCC3)c1ccc(Cl)nc1	-6	111	1	106	1	1	98	-3
CC(=O)NCC1COc2ccccc2O1 (stereo unspecified)	9	103	2	101	-1	-11	106	22
Cc1cc(NC(=O)c2cccc(S(=O)(=O)Nc3cccc(C(=O)O)c3)c2)no1	5	101	16	111	3	4	99	0
COc1ccccc1C(=O)NCCn1cc(SCC(=O)NCC2CCCO2)c2ccccc21 (stereo unspecified)	2	98	14	102	1	-8	93	-2
O=C(NCC(c1ccco1)N1CCc2ccccc2C1)c1ccccc1Cl (stereo unspecified)	-1	99	4	94	-1	-1	94	0
Cc1ccc2cccc(OCCCOc3ccccc3F)c2n1	-4	102	-5	95	8	-16	103	-2
O=c1c(/C=N/O)c(Nc2ccccc2)nc2ccccn12	4	103	17	112	-5	-1	98	12
CCN(Cc1ccccc1)C(=O)Cn1cc2c(n1)CCCC2	4	104	-9	98	4	4	100	4
C=CCOc1c(Br)cc(/C=N/NC(=O)Cc2ccc(C(F)(F)F)cc2[N+](=O)[O-])cc1OC	2	103	7	94	5	-6	102	12
CC(O)CNCCCOc1ccc(Cl)cc1C(C)(C)C (stereo unspecified)	6	118	3	118	-6	2	104	0
CC1(C)CC(=O)C2=C(C1)N(c1ccc(F)cc1)C(N)=C(C#N)C2c1cccs1 (stereo unspecified)	1	101	11	103	4	0	97	-1
O=C(COc1ccccc1)Nc1ccccc1C(=O)NC1CC1	-8	90	-1	97	7	5	94	5
O=C(COC(=O)c1ncc(Cl)c(Cl)c1Cl)NC(=O)NCc1ccccc1	-1	98	1	87	-10	-7	100	2
O=C(Nc1cc(Cl)ccc1Cl)c1ccc(-c2ccccc2)cc1	8	92	4	91	6	-1	101	87*
O=C(NC(=S)Nc1nc2c(s1)CSc1ccccc1-2)c1ccccc1	5	93[may fluoresce violet]	-10	141[may fluoresce violet]	1	4	90[may fluoresce violet]	69*
O=C1CCN(C(=O)Nc2ccccc2Cl)N1	7	104	-24	107	-4	17	98	2
CC1CCc2sc(C(=O)NNS(=O)(=O)c3ccc(F)c(F)c3F)cc2C1 (stereo unspecified)	-4	95	6	102	11	-9	96	11
COc1ccccc1-n1c(C)nc2cc(C(=O)NCCN3CCOCC3)ccc21	-1	100	6	94	6	2	100	-2
CNC(=O)Nc1ccc2nc(C)oc2c1	-9	102	10	111	-10	-18	101	0
CCn1c(/C=C/c2ccccc2Cl)nc2ccccc2c1=O	-17	92	13	94	1	-20	100	18
CSc1cnc2c(=O)[nH]c(=O)n(C)c2n1	7	107	10	98	1	8	100	8
Cc1[nH]ccc(=O)c1OCC(=O)O	3	101	4	105	6	3	97	0
CCC1(C)N=C(c2ccc3c(c2)OCO3)CC(c2ccccc2O)N1 (stereo unspecified)	11	110	-5	118	-4	12	103	73*
Cc1ccc(C[n+]2ccccc2)cc1	5	100	4	95	0	-5	99	0
NC(=S)NNc1ccc(Cl)c(Cl)c1	2	98	-22	110	-23	-2	98	4
COC(=O)c1cc(NS(=O)(=O)c2ccc(N3CCCCC3)c([N+](=O)[O-])c2)cc(C(=O)OC)c1	9	107	9	108	-4	-3	106	1
CCOC(=O)[C@@H]1[C@H]2COc3cc(OC)ccc3[C@@H]2N2C(=O)N(c3cccc(Cl)c3)C(=O)[C@@]12C	3	94	4	116	-2	-12	98	1
Cn1c(=O)[nH]c(=O)c2c1nc(Br)n2CC(O)COCc1ccccc1 (stereo unspecified)	1	99	1	101	-3	13	97	7
Cc1cc(S(N)(=O)=O)c(N)c(S(N)(=O)=O)c1	-15	99	0	84	7	-23	102	2
CC1=C(C(=O)Nc2cccnc2)C(c2ccncc2)n2nnnc2N1 (stereo unspecified)	8	96	0	92	-4	4	99	1
Cc1ccc(C)c(S(=O)(=O)N2CCN(C(=O)CCCc3c[nH]c4ccccc34)CC2)c1	-3	98	-5	91	-11	1	96	6
CCOC(=O)c1c[nH]c2c(Cl)c(Cl)ccc2c1=O	-6	99	1	96	-6	-9	101	3
Cc1cc(OC(=O)c2c(Cl)cc(Cl)cc2Cl)nc(C)n1	-15	99	-6	100	3	-4	98	0
Cc1ccc(NC(=O)CSc2nnc([C@H](C)NC(=O)OC(C)(C)C)o2)c(C)c1	12	104	1	.	-8	-3	101	0
O=C(NNC(=O)C1CCN(S(=O)(=O)c2c(Cl)cccc2Cl)CC1)c1ccccc1O	4	91	-1	94	8	-1	88	9
Cc1ccccc1CN(C)C(=O)CNC(=O)c1ccc2ccccc2c1	1	105	-1	92	7	-17	104	-1
C/C(=N\O)C(=O)C(CN1CCCCC1)CN1CCCCC1	-4	98	-1	94	6	2	96	-1
Cc1ccc2c(C)c(C(=O)NCCN3CCOC3=O)oc2c1C	7	99	3	77	-5	7	111	7
CN(C)/C=N/C(=S)Nc1ccccc1Cl	6	100	4	93	-4	15	91	0
CCN(C(=O)CSc1nnnn1-c1ccccc1)c1c(N)n(Cc2ccccc2)c(=O)[nH]c1=O	11	102	-4	102	-4	4	102	0
CCc1ccc2c(c1)C(NC(C)=O)C(=O)N2CC (stereo unspecified)	1	94	-5	104	-2	-1	100	-1

In the list so far, these contain a tert-butyl group.
SMILES	EBNA-1 inhibitor	MEP2 TOR yeast	proCasp7 act	LAP4 TOR yeast	proCasp3 act	ZTA DNA inh	RPL19A-GFP yeast	AHR activator
CC(O)CNCCCOc1ccc(Cl)cc1C(C)(C)C (stereo unspecified)	6	118	3	118	-6	2	104	0
Cc1ccc(NC(=O)CSc2nnc([C@H](C)NC(=O)OC(C)(C)C)o2)c(C)c1	12	104	1	.	-8	-3	101	0

The listing continues:
SMILES	EBNA-1 inhibitor	MEP2 TOR yeast	proCasp7 act	LAP4 TOR yeast	proCasp3 act	ZTA DNA inh	RPL19A-GFP yeast	AHR activator
CCOC(=O)c1ccc(NC(=S)NC(=O)c2nn(CC)cc2Br)cc1	6	105	-2	91	-2	9	107	0
O=C(NC(=S)Nc1cnc2ccccc2c1)c1ccccc1	2	85	-10	118	-11	0	98	11
CCCc1[nH]c(=O)c(C#N)c2c1COC(C)(C)C2	-4	94	2	76	-6	3	97	-3
COc1ccc(N2CCN(CCCNC(=O)C3CCC(CNc4nc(=S)[nH]c5ccccc45)CC3)CC2)cc1 (stereo unspecified)	7	106	6	101	1	16	102	4
CCOC(=O)c1c(-c2ccc(F)cc2)csc1NC(=O)CCN1CCOCC1	4	99	6	92	1	-3	104	11
CC(=O)N1C(=O)NC(c2ccccc2)=C([N+](=O)[O-])C1c1ccccc1 (stereo unspecified)	5	99	1	85	-6	-10	97	-1
COc1ccc(C(=O)CCc2nc3ccccc3s2)cc1	1	96	5	102	10	18	99	-1
CCOc1ccccc1N(CC(=O)Nc1ccc(OC)cc1OC)S(=O)(=O)c1ccccc1	-7	108	-8	99	-4	-6	102	12
O=C(CSc1nc2ccccc2s1)Nc1ccc(C(=O)O)cc1	-4	107	-6	120	9	-13	101	11
C=CCn1c(SCC(=O)c2[nH]c(C)c(C(=O)OC)c2C)nc2scc(-c3ccc(OC)c(OC)c3)c2c1=O	4	86	1	85	2	4	92	0
CN(C)C(=O)CSc1n[nH]c(-c2ccco2)n1	10	102	4	90	5	-4	98	0
CSc1ccccc1NC(=O)C1CCN(S(C)(=O)=O)CC1	-11	114	3	97	-2	5	101	0
O=C(COc1ccc(Cl)cc1)NCCS(=O)(=O)N1CCN(c2ccccc2F)CC1	4	102	6	96	-1	-15	97	1
CCn1c(=O)cc(OCC(=O)Nc2ccccc2N2CCN(C)CC2)c2ccccc21	-9	94	8	89	5	-3	102	5
COc1ccc(C(=S)N2CCOCC2)cc1OC(=O)c1cc([N+](=O)[O-])c(C)c([N+](=O)[O-])c1	-7	105	-4	95	-5	-22	97	3
CN1CCOc2cc(S(=O)(=O)Nc3ccc(F)cc3)ccc21	-14	104	14	98	-1	-20	.	5
COc1ccc(Cl)cc1NC(=O)CN(C)C1CCCCC1	-2	97	11	93	1	-9	98	1
Cc1cccc2c(=O)oc(-c3ccccc3Cl)nc12	-8	108	-7	101	-7	-17	102	0
CCOc1ccc(NC(=O)c2cc3c(=O)n(C)c4ccccc4c3n2C)cc1	5	97	6	99	-9	4	92	19
Cc1ccc(C(=O)NCC(C)(C)N2CCOCC2)s1	-6	105	6	105	6	-4	94	1
CCn1c2ccc(C)cc2c2nc3cc(C(=O)O)ccc3nc21	3	101	-4	140	-6	2	97	7
CC(C)NC(=O)NC(=O)COC(=O)c1ccccc1F	3	99	5	95	6	14	104	0
Cc1c(C(=O)NCc2ccco2)oc2c(F)cccc12	.	105	-7	103	11	-1	102	46
Cc1nn(C)c(C)c1CNC(=O)/C=C/c1ccccc1F	-13	99	-8	95	11	-21	98	2
O=C(CCNC(=O)C1CCN(S(=O)(=O)c2ccccc2)CC1)NCc1ccc(Cl)cc1	3	114	12	122	9	12	107	1
COc1cc(/C=N/NC(N)=O)ccc1OC(=O)c1cccs1	4	106	7	108	9	3	99	1
Cc1nnc(NC(=O)CSc2nnc(CNC(=O)c3ccccc3)n2-c2ccccc2)s1	0	103	8	93	-4	-2	102	0
CCOC(=O)CC(NC(=O)CCc1c(C)nc2ncnn2c1C)c1ccc(OC(C)C)cc1 (stereo unspecified)	6	106	4	100	-9	-11	95	-1
CCN(CC)CCn1c(=S)[nH]c2ccc(Br)cc2c1=O	0	103	7	103	-3	-12	98	9
CCOc1ccc(C(=O)N2CCN(Cc3ccccc3)CC2)cc1	-6	101	8	98	0	-1	95	0
Cc1ccc([N+](=O)[O-])cc1NC(=O)c1ccc2c(c1)OCO2	-11	108	-1	100	10	-4	106	115*
CC(C)(C)c1cc(NC(=O)COc2ccc(Br)cc2)n(-c2ccccc2)n1	2	100	1	102	5	11	99	0
CCn1nc(C)c(Br)c1C(=O)Sc1ccccc1Cl	-3	99	5	111	-13	-16	93	-1
CCOC(=O)C1CCN(C(=O)c2cc(C)n(C(C)(C)C)n2)CC1	12	97	3	103	6	9	94	6
CCc1ccccc1NS(=O)(=O)c1ccc2[nH]cc(C(=O)NCc3ccco3)c(=O)c2c1	-6	102	-9	101	-5	-13	104	11
Cc1nc2ccccc2c(=O)n1/N=C/c1ccc(F)cc1	3	99	9	.	11	-15	90	2
Cc1ccc(-c2nc3cnccn3c2Nc2ccc3c(c2)OCO3)cc1	-9	111	-7	113	-5	-3	102	56*

Part of the list above, in CSV form.
SMILES,EBNA-1 inhibitor,MEP2 TOR yeast,proCasp7 act,LAP4 TOR yeast,proCasp3 act,ZTA DNA inh,RPL19A-GFP yeast,AHR activator
Cc1nc2ccccc2c(=O)n1/N=C/c1ccc(F)cc1,3,99,9,.,11,-15,90,2
CCOC(=O)C1CCN(C(=O)c2cc(C)n(C(C)(C)C)n2)CC1,12,97,3,103,6,9,94,6
Cc1ccc(-c2nc3cnccn3c2Nc2ccc3c(c2)OCO3)cc1,-9,111,-7,113,-5,-3,102,56*
